FadD28 binding: inhibitors of Mycobacterium tuberculosis FadD28 bisubstrate binding. FadD28 bisubstrate probe binding, fluorescence polarization. AID 588549. actives 0.22% (n = 360,000). inhibition, % at 12.5 µM; in the data active means inhibition above about 8.5%, passing the limit was not always enough; inconclusive means no clear call, values can overlap the other calls
FBA Mtb inh: inhibits M. tuberculosis FBA enzyme; purified M. tuberculosis FBA, fluorescence read-out; actives 2.3% (n = 360,000); P9WQA3; inhibition, % at 1 µM; in the data active means inhibition above about 27%;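 further: 0% = vehicle and 100% = reference inhibitor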
Target sequence (P9WQA3 whole entry, looked up): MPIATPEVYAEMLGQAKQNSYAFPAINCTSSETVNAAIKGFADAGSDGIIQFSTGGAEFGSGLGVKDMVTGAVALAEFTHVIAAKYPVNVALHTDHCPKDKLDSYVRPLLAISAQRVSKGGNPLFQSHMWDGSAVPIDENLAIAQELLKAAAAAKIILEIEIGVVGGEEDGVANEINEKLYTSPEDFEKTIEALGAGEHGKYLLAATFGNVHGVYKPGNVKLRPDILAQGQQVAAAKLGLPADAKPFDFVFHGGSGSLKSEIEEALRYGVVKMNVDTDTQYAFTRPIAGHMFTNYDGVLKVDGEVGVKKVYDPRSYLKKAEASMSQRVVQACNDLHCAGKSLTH
UGM FP inh: inhibitors of M. tuberculosis UDP-galactopyranose mutase; inhibition, % at 10 µM; P9WIQ1; purified UGM, fluorescence polarization probe displacement; AID 504406; actives 0.06% (n = 320,000); in the data active means inhibition above about 10%, passing the limit was not always enough; inconclusive means no clear call, values can overlap the other calls
Target sequence (P9WIQ1 whole entry, looked up): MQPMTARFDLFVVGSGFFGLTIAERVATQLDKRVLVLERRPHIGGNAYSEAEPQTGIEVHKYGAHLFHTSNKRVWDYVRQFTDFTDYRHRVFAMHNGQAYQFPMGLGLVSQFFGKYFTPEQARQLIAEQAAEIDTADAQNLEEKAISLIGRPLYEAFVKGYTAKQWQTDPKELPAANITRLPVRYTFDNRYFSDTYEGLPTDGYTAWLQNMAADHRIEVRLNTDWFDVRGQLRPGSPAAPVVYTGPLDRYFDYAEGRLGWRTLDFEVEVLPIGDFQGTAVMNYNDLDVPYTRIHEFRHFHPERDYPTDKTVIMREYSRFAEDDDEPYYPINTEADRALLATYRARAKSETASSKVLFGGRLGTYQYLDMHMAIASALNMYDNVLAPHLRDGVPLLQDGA
GDH-TPI inh: inhibits GDH-TPI coupling enzymes, artifact for Mtb FBA screen; GDH-TPI coupled enzyme counterscreen, NADH absorbance; inhibition, % at 4.8 µM; actives 1.2% (n = 360,000);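 further: 0% = DMSO wells and 100% = wells lacking the enzyme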
BoNT-A LC inh2: blocks Botulinum neurotoxin A light chain protease; multiplex microsphere protease substrate cleavage, flow cytometry; actives 0.17% (n = 360,000); inhibition, % at 10 µM; in the data active means inhibition above about 30%; inconclusive means no clear call, values can overlap the other calls; further: plate controls were buffer without enzyme for full effect and enzyme alone for no effect
Mtb BioA inh: inhibitors of Mycobacterium tuberculosis BioA enzyme. purified M. tuberculosis BioA enzyme, plate reader. inhibition, % at 9.99 µM. actives 0.096% (n = 360,000). AID 602481; in the data active means inhibition above about 40%; inconclusive means no clear call, values can overlap the other calls
PrPC TRFRET: reduces human prion protein on the cell surface | P04156 | cell surface PrPC, TR-FRET read-out | inhibition, % at 13.8 µM | actives 0.43% (n = 370,000) | AID 720596; in the data active means inhibition above about 24%; further: 0% = median of the test wells and 100% = reference compound wells
CCHFV vOTU inh: CCHFV vOTU protease inhibition | Pep-AMC fluorescence | AID 651958 | actives 0.55% (n = 370,000) | inhibition, % at 11.5 µM; further: 0% = vehicle wells with enzyme and 100% = no enzyme wells
BoNT F protease: blocks Botulinum neurotoxin F light chain protease; Multiplex microsphere protease cleavage assay, flow cytometry; inhibition, % at 10 µM; actives 0.22% (n = 360,000); in the data active means inhibition above about 35%, passing the limit was not always enough; inconclusive means no clear call, values can overlap the other calls; further: plate controls were buffer without enzyme for full effect and enzyme alone for no effect
An asterisk follows results filed as active; ? = inconclusive; nt = no result given. Unless noted, no stated cut-off is given here; in the data, active means inhibition above about 30%; inactive means the rest.

SMILES	FadD28 binding	FBA Mtb inh	UGM FP inh	GDH-TPI inh	BoNT-A LC inh2	Mtb BioA inh	PrPC TRFRET	CCHFV vOTU inh	BoNT F protease
COCCCNC(=O)c1csc([C@@H]2O[C@H](CO)[C@H](O)[C@H](O)[C@H]2O)n1	-3.1	-0.3	nt	-0.9	0.1	-0.7	-3.3	5.2	5.1
O=C(Nc1nc(-c2cc3ccccc3oc2=O)cs1)c1ccc(Br)o1	-1.0	6.8	-0.2	9.5	0.7	nt	13.2	-3.5	-11.9
O=C(CSc1n[nH]c(-c2ccncc2)n1)Nc1ccc(Br)cc1	-0.8	1.0	4.1	0.3	0.7	-0.7	4.3	-0.9	4.0
CCN(CC)c1ccc(-c2n[nH]c(=S)n2-c2ccccc2C)cc1	-3.0	14.5	2.5	0.9	0.2	nt	11.1	9.6	-5.4
CC1CC(C)CN(C(=O)CN2C(=O)NC3(CCCCCC3)C2=O)C1 (stereo not drawn)	-1.5	0.6	-0.5	-0.9	0.1	nt	-0.1	-9.0	-1.4
O=C(/C=C/c1c(F)cccc1Cl)NCCCN1CCOCC1	0.9	2.3	-0.9	-6.0	-2.2	0.2	-1.0	8.5	-4.6
Cc1ccc2sc(NC(=O)CN3C(=O)CCC3=O)nc2c1C	-2.2	9.0	4.7	10.3	-0.4	-0.6	4.5	1.7	-3.4
COc1ccc(C(=O)N2CCCC(Nc3ccc(F)c(F)c3)C2)c(OC)n1 (stereo not drawn)	-2.8	0.6	-2.3	5.2	-1.3	4.5	2.1	11.2	-0.6
CCNC(=O)N(C)c1nncnc1C(=O)NC	-4.4	-0.9	nt	6.7	-4.3	-1.5	2.9	-1.5	-48.4
CN(C(=O)C1CCOC1)c1nnc(-c2cnccn2)s1 (stereo not drawn)	-0.3	-0.7	-0.8	8.6	-0.5	-2.5	-2.2	9.4	-20.2
COc1ccc(CCn2c(N)c(C(=O)NCc3ccco3)c3nc4ccccc4nc32)cc1	-6.8	85.0*	0.7	17.5	7.3	nt	4.3	-86.0	0.0
CCOc1ccccc1NC(=O)CCNS(=O)(=O)c1cccc2nsnc12	-4.7	-0.9	0.7	-5.8	-0.1	0.7	-20.8	0.9	17.0
CC(C)[C@H](NC(=O)N1CCn2c1nc1ccccc12)C(=O)NCC1CCCO1 (stereo partly drawn)	0.3	-1.2	-2.7	9.4	-3.0	-0.8	-0.2	8.5	-7.2
Cc1nc(CSc2ccc(Cl)cc2)cc(N2CC(C)OC(C)C2)n1 (stereo not drawn)	-3.1	1.0	0.1	-9.9	-0.9	0.0	7.8	8.2	-0.7
O=C(NN1C(=O)C2C(c3ccccc3)C=CC(c3ccccc3)C2C1=O)c1ccncc1 (stereo not drawn)	-4.7	-5.6	-0.3	2.9	-0.8	0.0	-2.6	3.7	3.9
COc1cc(/C=C(\C#N)c2nc3ccccc3[nH]2)ccc1OC(=O)c1ccco1	-3.2	9.5	-0.6	14.8	0.9	nt	-11.2	4.5	2.8
CCc1ccc(/C=C2/C(=O)N(C)C(=S)N2CC(=O)OC)s1	-3.7	-9.8	1.0	6.6	2.1	nt	2.1	10.1	-3.1
CCCN1C2CCCC1CC(NC(=O)c1ccc(C(C)(C)C)cc1)C2 (stereo not drawn)	0.7	-0.5	0.7	7.3	-0.7	-1.3	3.3	6.8	-12.4
COC(=O)CCN(C(=O)c1cc([N+](=O)[O-])cc([N+](=O)[O-])c1)c1ccccn1	1.2	3.1	-0.8	-0.6	-0.4	-0.7	-41.1	-13.5	-1.3
Cc1cc2ncc(-c3ccccc3)nc2cc1C	0.4	4.0	0.9	14.0	0.9	-0.1	-3.2	-4.2	0.8
CNC(=O)c1ccsc1NC(=O)CCS(=O)(=O)c1ccc(C)cc1	-0.4	-2.4	1.0	5.2	-2.9	0.5	-3.4	-3.9	-4.2
COc1ccc(C(C)=O)cc1CSCCC#N	-2.9	-1.3	-0.5	-6.8	0.5	nt	5.0	3.5	0.7
Cc1ccc(-c2csc(NC(=O)c3cccs3)n2)cc1	-4.2	0.3	-4.3	12.7	1.0	-2.3	21.6	1.6	4.7
Cc1nc2ccccc2c2oc(C(=O)N3CCc4ccccc4C3)cc12	-5.2	5.5	1.9	14.8	-1.2	15.9	3.3	-2.3	-6.4
O=c1cc(-c2ccc(O)cc2)oc2cc(O)cc(O)c12	-7.8	-1.3	-0.8	2.4	-0.9	0.9	-5.8	8.2	-12.1
c1cc(-n2nnc3cnccc32)ccn1	-1.3	1.8	-1.7	6.2	-0.6	-1.4	2.9	-3.0	?
O=C(NCC1CCCO1)C(=O)N/N=C/c1cccc(Cl)c1 (stereo not drawn)	0.8	0.0	0.6	3.8	-0.2	-0.3	0.9	6.5	-0.9
CC(=O)OCc1nc2sc3c(c2c(=O)[nH]1)CCCC3	-0.2	1.6	5.9	3.0	-0.9	-1.4	0.1	-1.7	-17.2
COc1ccc(-c2cc(C(=O)N3CCC4(CC3)OCCO4)c3ccccc3n2)cc1	-0.5	110.0*	-1.6	20.5	-2.3	nt	-2.0	-16.5	-1.7
COc1ccc(N(CC(=O)NCC2CCCO2)S(=O)(=O)c2ccccc2)cc1OC (stereo not drawn)	-1.1	2.4	1.7	-4.5	-3.7	nt	8.6	1.5	-8.8
COC(C(=O)Nc1cccc([N+](=O)[O-])c1)c1ccccc1 (stereo not drawn)	-3.9	-4.5	-0.9	4.6	0.0	2.1	-16.0	8.5	-0.6
COc1ccc(N2CCN(C3CCCN(Cc4cccc(OC)c4)C3)CC2)cc1 (stereo not drawn)	-1.8	3.0	0.6	10.0	-3.2	-0.6	-0.3	10.0	?
COc1ccc(-c2oc3ccc(-c4cc(OC)c(OC)c(OC)c4)cc3c2C#Cc2ccccn2)cc1	-3.3	0.9	-0.2	-1.8	1.2	-2.2	-2.9	-4.3	-1.6
COc1cccc(Nc2nc(CN3CCOCC3)nc3sc4c(c23)CCCC4)c1	-4.8	-2.2	0.2	6.0	0.2	4.1	1.9	3.0	-0.8
O=C(NCc1ccco1)/C(=C/c1ccc([N+](=O)[O-])cc1)NC(=O)c1ccco1	-0.3	-1.5	-1.6	19.5	-0.4	-2.3	-33.7	16.6	2.1
O=C(CN1CCN(c2ccc(F)cc2)CC1)N1CCC(Cc2ccccc2)CC1	-1.3	1.0	0.5	3.5	-0.2	2.5	1.9	5.3	-2.4
c1c2c(cc3sc(N4CCOCC4)nc13)OCCO2	-3.1	2.5	1.2	0.0	1.0	-1.6	2.8	0.1	8.4
COc1cc(OC)cc(-c2nnc(NC(=O)Cc3ccc(F)cc3)o2)c1	-1.5	1.1	-2.4	2.3	-1.7	-1.2	2.8	1.5	-6.8
CN(Cc1ccccc1)S(=O)(=O)c1ccc(Cl)c(C(=O)NCc2cccnc2)c1	-3.3	-0.5	-1.3	-3.5	-1.1	0.6	-3.8	-8.8	-2.3
O=C(NC(=S)Nn1cnnc1)c1ccccc1Cl	0.0	-2.5	13.2*	-1.3	-1.4	nt	-4.8	2.2	-1.9

Part of the list above in a different format.
compound | FadD28 binding | FBA Mtb inh | UGM FP inh | GDH-TPI inh | BoNT-A LC inh2 | Mtb BioA inh | PrPC TRFRET | CCHFV vOTU inh | BoNT F protease
O=C(NN1C(=O)C2C(c3ccccc3)C=CC(c3ccccc3)C2C1=O)c1ccncc1 (stereo not drawn) | -4.7 | -5.6 | -0.3 | 2.9 | -0.8 | 0.0 | -2.6 | 3.7 | 3.9
COc1cc(/C=C(\C#N)c2nc3ccccc3[nH]2)ccc1OC(=O)c1ccco1 | -3.2 | 9.5 | -0.6 | 14.8 | 0.9 | nt | -11.2 | 4.5 | 2.8

Carrying on.
SMILES	FadD28 binding	FBA Mtb inh	UGM FP inh	GDH-TPI inh	BoNT-A LC inh2	Mtb BioA inh	PrPC TRFRET	CCHFV vOTU inh	BoNT F protease
COc1cc(C)c(C(C)C)cc1S(=O)(=O)n1ccnc1	-0.6	-0.1	0.4	10.2	-0.1	-0.7	-1.4	1.5	1.4
Cc1ccc(/C=N/NC(=O)Cc2cccs2)o1	-0.2	-1.4	-0.5	12.4	-0.7	nt	2.4	1.4	-5.0
Cc1ccc(S(=O)(=O)Nc2c(NC3CCCCC3)c3ccccc3oc2=O)c(C)c1	-5.9	10.3	0.4	2.4	2.3	0.9	nt	nt	-3.4
COc1ccccc1Oc1ccc2c(c1)C(=O)N(c1ccc(O)cc1)C2=O	-0.4	-2.1	-1.1	16.0	-0.5	-1.6	-3.4	11.2	-4.2
CC(=O)Nc1ccc(NC(=O)C(C)OC(=O)CNS(=O)(=O)c2cccc(Cl)c2)cc1 (stereo not drawn)	-2.4	1.6	-0.4	0.0	0.1	-1.9	-3.5	5.3	-3.2
CCOC(=O)N1CCN(S(=O)(=O)c2ccc3c(c2)CCN3C(=O)C2CCC2)CC1	0.2	5.1	-0.8	7.0	-0.4	-1.1	nt	nt	-15.9
CCC(=O)/C=C1/Sc2ccc(OC)cc2N1CCO	-2.8	-6.7	-0.9	11.9	-1.5	nt	6.0	4.3	-5.8
O=C(NNCc1ccccc1)c1ccccc1	0.0	-0.1	nt	11.2	-0.2	4.6	2.9	-1.2	-4.2
COc1ccc(OC)c(NC(=O)CSc2nc3cccnc3n2C)c1	-4.2	2.3	0.4	-5.3	-0.2	12.7	0.4	9.9	0.4
Cc1ccc(NC(=S)NCCc2ccccc2)nc1	-2.7	-1.0	0.3	-0.3	0.5	nt	-5.8	-7.2	-2.0
COc1cc(OC)cc(-c2cc3nc4c(c(N5CCN(c6ncccn6)CC5)n3n2)CCCC4)c1	-0.2	6.7	2.1	9.2	-0.3	nt	-2.6	-4.3	-7.4
CCNc1nc(SCC(=O)Nc2ccccc2)nc(N2CCOCC2)n1	-0.6	-5.3	-3.9	1.1	-0.3	-3.7	0.8	-3.6	-2.8
Cc1cc(N2CCC(N(C)C3CCCC3)CC2)nc2cc(O)ccc12	-0.1	27.7*	-1.0	14.7	-0.6	-1.5	-1.3	-68.7	-15.2
Cc1ccc(-n2c(SCC(=O)N3CC(=O)Nc4ccccc43)nc3ccccc3c2=O)cc1	-1.3	0.2	-1.2	5.7	-0.2	nt	7.0	3.8	-8.5
COC(=O)c1ccc(COc2ccccc2/C=C(\C#N)C(=O)Nc2c(C)cc(C)cc2C)cc1	-4.0	-3.9	-3.0	21.9	-0.2	nt	-1.3	-16.7	-4.0
O=C1c2ccccc2-n2nncc2C2c3cc(Br)ccc3CCN12 (stereo not drawn)	-4.1	-0.9	nt	nt	1.0	7.2	-1.8	-1.2	-3.4

Among those listed so far, these have a furan ring, fused or not.
SMILES	FadD28 binding	FBA Mtb inh	UGM FP inh	GDH-TPI inh	BoNT-A LC inh2	Mtb BioA inh	PrPC TRFRET	CCHFV vOTU inh	BoNT F protease
O=C(Nc1nc(-c2cc3ccccc3oc2=O)cs1)c1ccc(Br)o1	-1.0	6.8	-0.2	9.5	0.7	nt	13.2	-3.5	-11.9
COc1ccc(CCn2c(N)c(C(=O)NCc3ccco3)c3nc4ccccc4nc32)cc1	-6.8	85.0*	0.7	17.5	7.3	nt	4.3	-86.0	0.0
COc1cc(/C=C(\C#N)c2nc3ccccc3[nH]2)ccc1OC(=O)c1ccco1	-3.2	9.5	-0.6	14.8	0.9	nt	-11.2	4.5	2.8
Cc1nc2ccccc2c2oc(C(=O)N3CCc4ccccc4C3)cc12	-5.2	5.5	1.9	14.8	-1.2	15.9	3.3	-2.3	-6.4
COc1ccc(-c2oc3ccc(-c4cc(OC)c(OC)c(OC)c4)cc3c2C#Cc2ccccn2)cc1	-3.3	0.9	-0.2	-1.8	1.2	-2.2	-2.9	-4.3	-1.6
O=C(NCc1ccco1)/C(=C/c1ccc([N+](=O)[O-])cc1)NC(=O)c1ccco1	-0.3	-1.5	-1.6	19.5	-0.4	-2.3	-33.7	16.6	2.1
Cc1ccc(/C=N/NC(=O)Cc2cccs2)o1	-0.2	-1.4	-0.5	12.4	-0.7	nt	2.4	1.4	-5.0

Screening data (PubChem)
